# DNA FID counter – counter-screen for HCV NS3 helicase inhibitors: DNA intercalator displacement | DNA fluorescent intercalator displacement, fluorescence | inhibition, % at 7.9 µM | AID 1845 | 290,000 tested, 0.17% active; in the data active means inhibition above about 37%;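 further: 0% = vehicle and 100% = reference compound; higher means more ethidium bromide displaced from hairpin DNA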
# NS3 helicase inh – HCV NS3 helicase inhibition; NS3 helicase DNA unwinding, Cy5 molecular beacon fluorescence; 290,000 tested, 0.56% active; inhibition, % at 10.9 µM;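 active means inhibition above the mean of all tested compounds plus 3 SD, set per campaign, cut at about 35% in these data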;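 further: 0% = DMSO wells and 100% = thioflavine S control wells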
#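 Compound dosing – single dose, 10.9 µM nominal final, DMSO 0.8% final · System – NS3 helicase fragment of HCV · Buffer or medium – MOPS pH 6.5, MgCl2, DTT, Tween20, BSA · Signal – Cy5 beacon fluorescence read at start and 1 h · Also added – annealed dual-labelled DNA beacon duplex, ATP-started · Schedule – 1 h at 25 °C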
# IDE cell activ – IDE (human) activation, cell-based; P14735; HEK cells, FAbeta-B cleavage, fluorescence polarization; 0% vehicle, 100% cell-free pure enzyme wells; activation, % at 5.96 µM; 340,000 tested, 0.073% active;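 active means activation above the mean of all tested compounds plus 3 SD, set per screening campaign, cut at about 17% in these data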
# IMP-1 inh – blocks Pseudomonas aeruginosa IMP-1 metallo-beta-lactamase; purified IMP-1, nitrocefin hydrolysis, epi-absorbance fluorescence; inhibition, % at 5.6 µM; 290,000 tested, 0.45% active;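 active means inhibition above the mean plus 3 SD of all compounds in the same screening run, cut at about 4.5% in these data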;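 further: 0% = IMP-1 with DMSO and 100% = DMSO wells lacking enzyme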
#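 Assay system: purified IMP-1; Quantity: IMP-1 0.2 nM before substrate addition; Medium: HEPES buffer pH 7.1 with ZnSO4 and Brij 35; Incubation: 15 min enzyme–compound preincubation, then 25 min nitrocefin reaction, 25 °C; Signal: fluorescence quenching readout, ex 480/em 530 nm; Controls: DMSO with and without IMP-1; Repeats: singlicate testing.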
# p-CIP stab down – lowers stability of the mouse p/CIP coactivator protein; Q05BA5; F442A p/CIP-EGFP cells, EGFP fluorescence, 16 h; decrease of EGFP signal, % at 10 µM; 290,000 tested, 0.01% active; AID 1984;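 active means EGFP signal decrease of at least 30% at 10 µM or well 3 SD below plate mean, unless failing retest; inactive means the rest, including hits failing retest or dose response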; further: some compounds called inactive have numbers as strong as hits; many of its hits are not listed in these tables
# MEKK3 PB1 HTS – modulators (inhibitors or enhancers) of MEK5 binding to human MEKK3 PB1 domain; Q99759; AID 1529; binding response (% of control), % at 10 µM; 290,000 tested, 1.4% active; bead-based flow cytometry, Alexa488-MEK5 binding to MEKK3; actives lie on both sides; 0 = blocked by unlabeled MEK5, 100 = vehicle;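 active means binding response more than 3 SD above or below the average of its plate-row segment, actives on both sides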;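 further: Alexa488 bead fluorescence after subtracting the streptavidin-only scavenger bead signal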
# Target sequence (Q99759 whole entry, looked up, the tested form may be a part): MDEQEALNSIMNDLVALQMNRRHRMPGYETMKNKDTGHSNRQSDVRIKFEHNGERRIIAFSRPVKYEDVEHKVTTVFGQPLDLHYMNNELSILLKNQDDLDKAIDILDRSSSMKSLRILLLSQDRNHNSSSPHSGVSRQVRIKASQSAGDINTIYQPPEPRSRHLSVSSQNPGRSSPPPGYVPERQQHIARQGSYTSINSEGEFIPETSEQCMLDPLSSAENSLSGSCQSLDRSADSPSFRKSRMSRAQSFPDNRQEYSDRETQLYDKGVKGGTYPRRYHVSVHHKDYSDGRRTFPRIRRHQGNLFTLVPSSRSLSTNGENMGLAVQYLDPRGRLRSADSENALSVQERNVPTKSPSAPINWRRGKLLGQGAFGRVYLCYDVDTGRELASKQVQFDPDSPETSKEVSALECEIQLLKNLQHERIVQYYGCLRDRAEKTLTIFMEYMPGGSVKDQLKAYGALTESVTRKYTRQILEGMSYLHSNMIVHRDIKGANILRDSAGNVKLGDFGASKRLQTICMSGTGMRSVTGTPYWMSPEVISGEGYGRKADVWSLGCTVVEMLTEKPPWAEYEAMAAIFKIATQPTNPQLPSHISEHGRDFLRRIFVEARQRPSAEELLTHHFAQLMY
# UBC9 SUMO inh – blocks human SUMOylation mediated by UBC9; 290,000 tested, 0.36% active; P63279; HTRF SUMOylation assay, SAE1/SAE2 + UBC9, in vitro; inhibition, % at 35 µM; AID 2006; in the data active means inhibition above about 50%, passing the limit was not always enough; further: strong numbers were not always called active
# Target sequence (P63279 whole entry, looked up): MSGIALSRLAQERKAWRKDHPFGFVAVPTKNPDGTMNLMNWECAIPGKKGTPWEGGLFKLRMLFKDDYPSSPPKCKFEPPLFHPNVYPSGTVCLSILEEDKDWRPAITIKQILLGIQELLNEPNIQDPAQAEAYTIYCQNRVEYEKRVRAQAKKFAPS
# VIM-2 inhibitor – inhibitors of Pseudomonas aeruginosa VIM-2 metallo-beta-lactamase | purified VIM-2, nitrocefin hydrolysis, epi-absorbance fluorescence | inhibition, % at 5.6 µM | 290,000 tested, 0.89% active;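 active means inhibition above the mean of all tested compounds plus 3 SD, cutoff set per screening run, cut at about 7.5% in these data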;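 further: red hydrolysis product quenches plate fluorescence so inhibitors raise well fluorescence; 0% = enzyme with DMSO and 100% = DMSO without enzyme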
# PHOSPHO1 inh – PHOSPHO1 (human) inhibition | recombinant PHOSPHO1, absorbance phosphatase assay | Q8TCT1 | inhibition, % at 13.3 µM | 290,000 tested, 1.1% active; in the data active means inhibition above about 60%
# Target sequence (Q8TCT1 whole entry, looked up): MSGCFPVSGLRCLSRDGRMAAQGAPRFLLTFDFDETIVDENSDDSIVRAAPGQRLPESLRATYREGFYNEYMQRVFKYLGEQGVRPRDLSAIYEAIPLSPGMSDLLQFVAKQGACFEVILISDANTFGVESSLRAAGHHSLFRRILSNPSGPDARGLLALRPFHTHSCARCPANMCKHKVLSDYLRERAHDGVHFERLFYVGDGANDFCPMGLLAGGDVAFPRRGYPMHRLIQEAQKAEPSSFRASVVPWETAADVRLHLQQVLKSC
# * marks the source's active call; other numbers are inactive results; · = no result given; [ ] = another dose, or the depositor's remark. A portion of the library; the hit share may differ from the screen's.
SMILES,DNA FID counter,NS3 helicase inh,IDE cell activ,IMP-1 inh,p-CIP stab down,MEKK3 PB1 HTS,UBC9 SUMO inh,VIM-2 inhibitor,PHOSPHO1 inh
CC(=O)Nc1ccc(S(=O)(=O)N2CCC(=O)Nc3ccccc32)cc1,-2,-12,0,-2.8,3,102,10,-1.7,27
CCOc1ccc(CCNS(=O)(=O)c2cn(C)cn2)cc1OCC,-19,19,-2,-1.1,-8,100,14,-1.9,26
CS(=O)(=O)N(CC(=O)Nc1ccccc1C(=O)N1CCCC1)c1cccc([N+](=O)[O-])c1,-4,-1,5,-1.0,19,103,-15,-0.4,-1
CNC(=O)CSCCn1c(SCC(=O)NC)nc2ccccc2c1=O,-2,1,-1,0.2,-4,95,12,-1.7,-4
COc1ccc(N2CCN(C(=O)CSc3nnc4c(C)cc5ccc(C)c(C)c5n34)CC2)cc1,-35,-3,4,-1.8,-5,36*[inhibitor],-5,-3.8,10
CCN1CCN(c2c(Cl)cccc2NC(=O)c2cccs2)CC1,6,0,1,-3.4,-8,104,4,-2.4,20
Cn1cc(Br)c(C(=O)Nc2ncc(Br)s2)n1,0,-13,2,-2.1,-13,92,15,-2.4,44
CCc1cc(=O)oc2cc(C)cc(OCC(=O)N3CCC(C(=O)O)CC3)c12,-7,6,-2,0.3,6,102,18,-0.3,18
CC(c1ccccc1)C1CC(=O)N(Cc2ccco2)C1=O (stereo not given),-23,10,1,0.7,-4,101,14,-0.8,6
C=C(C)COc1ccc(-c2n[nH]c(C)c2Oc2ccccc2OC)c(O)c1,-7,-36,6,-3.4,-17,104,-20,-3.6,16
CCCC1=NN(c2ccc([N+](=O)[O-])cc2)C(=O)/C1=C/N(C)C,-7,12,2,-1.8,14,114,1,-0.9,7
Cc1cccc(N2CCN(C(=O)c3ccc(Cl)c(S(=O)(=O)N4CCc5ccccc5C4)c3)CC2)c1C,-8,0,-1,-2.5,2,96,-4,-4.4,-1
Cc1ccc(NC(=O)c2cccc(C(=O)Nc3ccc(C)cc3C(=O)O)c2)c(C(=O)O)c1,-18,26,6,-0.9,-6,92,3,1.4,-6
COc1ccc(NC(=O)N2CCC(CO)(CC3CCCCO3)CC2)c(OC)c1 (stereo not given),-18,-4,5,-1.9,-17,102,13,-0.2,22
CCN(CC)S(=O)(=O)c1ccc(N2CCOCC2)c(NCC(=O)Nc2ccc(F)cc2)c1,-22,1,3,-0.5,2,97,-3,-4.0,37

# The closing 4 compounds of the part above lead into the next.
SMILES,DNA FID counter,NS3 helicase inh,IDE cell activ,IMP-1 inh,p-CIP stab down,MEKK3 PB1 HTS,UBC9 SUMO inh,VIM-2 inhibitor,PHOSPHO1 inh
Cc1cccc(N2CCN(C(=O)c3ccc(Cl)c(S(=O)(=O)N4CCc5ccccc5C4)c3)CC2)c1C,-8,0,-1,-2.5,2,96,-4,-4.4,-1
Cc1ccc(NC(=O)c2cccc(C(=O)Nc3ccc(C)cc3C(=O)O)c2)c(C(=O)O)c1,-18,26,6,-0.9,-6,92,3,1.4,-6
COc1ccc(NC(=O)N2CCC(CO)(CC3CCCCO3)CC2)c(OC)c1 (stereo not given),-18,-4,5,-1.9,-17,102,13,-0.2,22
CCN(CC)S(=O)(=O)c1ccc(N2CCOCC2)c(NCC(=O)Nc2ccc(F)cc2)c1,-22,1,3,-0.5,2,97,-3,-4.0,37
Cc1cc(-n2c(C)cc(C(=O)CSc3ccc4c(c3)OCCO4)c2C)no1,-16,37*,0,-2.1,0,103,0,2.0,71*
O=C1Cc2cccc3cccc1c23,1,7,5,-2.9,-12,105,7,0.1,1
Cc1nn(C)c(C(=O)Sc2cccc(Cl)c2)c1[N+](=O)[O-],-2,1,-7,-3.5,-13,133*,13,-1.2,12
CSc1ccc(CN(C)Cc2cc(=O)oc3c(C)c(C)ccc23)cc1,-22,-5,2,-1.4,-3,104,11,-1.0,28
S=C(NCc1ccccn1)Nc1cccc(Cl)c1,-1,1,0,-4.3,5,102,4,-1.9,-50
Cc1cc2ncn(CCC(=O)NC3CCCC3)c2cc1C,-5,3,·,-1.8,-5,103,2,-1.6,46
Cc1cccn2c(=O)c(/C=C(\C#N)C(N)=O)c(N3CCN(c4ccccc4)CC3)nc12,-41,-1,1,-1.5,2,100,-5,3.5,9
COc1ccc(CCNc2nc(=S)[nH]c3cc(OC)c(OC)cc23)cc1OC,0,8,2,-2.5,-15,99,14,-0.7,-13
Cc1ccc(-c2csc3ncnc(N4CCN(c5ccccc5O)CC4)c23)cc1,-31,-10,1,-2.0,-4,101,13,-0.2,29
CC(=O)Nc1c(C(=O)c2ccc(F)cc2)oc2ccccc12,-4,6,2,1.1,0,96,10,-2.4,14
Cc1nnc(SCC(=O)N2CCN(Cc3ccccc3)CC2)s1,-4,-4,6,-2.0,-2,101,-2,-0.6,14
COC(=O)C1C(=O)C2=C(CC1C)NC(C)=C(C(=O)OC(C)C)C2c1ccc(C)o1 (stereo not given),-21,0,0,0.6,1,108,16,-1.0,-7
Cc1c(C(=O)Nc2ccc(C(=O)O)cc2)cnn1C,1,0,1,-2.5,-1,·,-27,-3.1,16
O=C(CCCc1nc2ccccc2s1)NC1CCOC1=O (stereo not given),-5,-5,2,-3.4,10,100,4,-0.6,30
O=S1(=O)CC(O)C(Nc2ccccc2Cl)C1 (stereo not given),-4,7,4,-4.2,-4,118,5,-1.8,-6
CC(C)Cc1cc(C(=O)N2CCC(N3CCC(C(=O)N4CCOCC4)CC3)CC2)n[nH]1,11,0,4,-2.6,-16,103,10,-0.3,44
Cc1ccccc1-n1c(=O)n(CCc2ccccc2)c(=O)c2[nH]cnc21,-13,13,-2,-1.8,15,75,6,-0.1,-2
CCCc1cc(C(=O)Nc2c(C)n(C)n(-c3ccccc3)c2=O)no1,-5,14,9,-5.1,-15,103,10,-3.2,7
O=C(Nc1ccccc1)N(Cc1cccnc1)Cc1ccco1,-1,-3,-3,-2.7,3,86,-5,-2.7,-1
COc1ccc(N(C)C(=O)c2ccc3c(c2)nnn3C)cc1,3,-4,7,-2.7,-13,99,5,-3.3,45
CCOC(=O)C(O)(C1C(=O)CC(C)(C)CC1=O)C(F)(F)F (stereo not given),-2,-1,6,-3.2,1,107,8,-1.9,3
CCOC(=O)c1ccc(CNC(=O)CSc2nnc(-c3ccncc3)o2)cc1,-13,4,1,-2.4,1,96,13,-9.4,-15
Cc1ccccc1-c1nnn(CC(=O)NCc2ccc3c(c2)OCO3)n1,-3,-3,3,-3.0,-11,101,6,-2.7,-17
Cc1cccc(OCc2n(CC(=O)OC3CC(C)CCC3C(C)C)c3ccccc3[n+]2C)c1 (stereo not given),31,-67,13,-0.2,-39,103,8,-1.2,20
Cc1cccc(C)c1NC(=S)NCc1ccccc1,-11,-8,3,-0.4,-2,108,0,-3.7,-1
Nc1nc(SCC(=O)NCc2ccccc2)[nH]c(=O)c1NC(=O)c1ccccc1F,-1,7,2,-1.4,-6,99,15,-1.9,-45
COc1ccc(S(=O)(=O)N2CCc3ccccc32)cc1OC,-20,7,-1,-3.8,-19,112,19,-1.2,·
Cc1ccc(N2C(=O)C3C4C=CC(C4)C3C2=O)cc1 (stereo not given),0,-2,-2,-0.6,-4,102,6,0.9,-4
Cc1ccc2nc(NCC(=O)NN)nc(-c3ccccc3)c2c1,-6,-1,6,-2.9,-19,96,26,-2.4,4
Cc1ccc(NC(=O)CN(C)S(=O)(=O)c2cnc[nH]2)cc1C,-2,-8,-1,-2.9,-4,98,24,2.4,-14
COc1ccc(-c2nc(CN3CCC(c4ccccc4)CC3)c(C)o2)cc1OC,4,-11,5,-1.7,-12,99,-3,-0.7,41
COc1ccc(S(N)(=O)=O)cc1C(=O)OCC1CCCCC1,-20,-5,-1,-2.3,-2,99,-5,-2.9,24
CN(C)CCCN(C(=O)c1ccc(S(=O)(=O)N2CCc3ccccc32)cc1)c1nc2ccc(Cl)cc2s1,10,-29,5,-1.0,-2,107,-10,-1.9,9
COc1ccc(NC(=S)Nc2nc(CC(=O)Nc3ccccc3OC)cs2)cc1,-1,-2,2,1.5,4,107,24,-1.1,30
COc1cc(CNCc2c[nH]c3ccccc23)cc(OC)c1,9,-6,2,-3.4,-10,104,18,-2.5,30
Cc1ccc(N2CC(=O)N(NC(=O)CN3CCN(c4ccccc4)CC3)CC2=O)cc1,-10,0,5,-2.1,-14,103,14,-3.0,-3
O=[N+]([O-])c1ccccc1Nc1ccc(O)cc1,7,-8,2,-1.5,-3,108,16,-0.8,29
O=C(NC(=S)Nc1ccccc1C(=O)O)c1ccc2ccccc2c1,-16,20,4,0.1,-5,97,13,-3.4,42
COc1cc2[nH]c3c(=O)n(CCN4CCCCC4)cnc3c2cc1OC,3,4,6,-2.1,-8,110,-4,-2.6,6
CN(C(=O)c1cc(COc2ccc(F)cc2Cl)on1)C1CCCc2ccccc21 (stereo not given),-37,-2,7,-2.6,7,101,-34,-3.6,28
CCCCNC(=O)CCn1c(=O)c2ccccc2n(CC(=O)N2CC(C)CC(C)C2)c1=O (stereo not given),-20,-6,-1,0.1,-7,101,14,-0.5,-20
CCn1cc(CN2CCC(C(=O)Nc3ccc(Oc4cccnc4)cc3)CC2)cn1,7,2,7,-0.5,-6,105,12,-3.1,3
CSc1cnc2c(N)nc(N(C)C)nc2n1,-2,-15,5,-1.7,-4,97,4,-1.5,-18

# Gathered by group: those above with a COOH group.
SMILES,DNA FID counter,NS3 helicase inh,IDE cell activ,IMP-1 inh,p-CIP stab down,MEKK3 PB1 HTS,UBC9 SUMO inh,VIM-2 inhibitor,PHOSPHO1 inh
CCc1cc(=O)oc2cc(C)cc(OCC(=O)N3CCC(C(=O)O)CC3)c12,-7,6,-2,0.3,6,102,18,-0.3,18
Cc1ccc(NC(=O)c2cccc(C(=O)Nc3ccc(C)cc3C(=O)O)c2)c(C(=O)O)c1,-18,26,6,-0.9,-6,92,3,1.4,-6
Cc1c(C(=O)Nc2ccc(C(=O)O)cc2)cnn1C,1,0,1,-2.5,-1,·,-27,-3.1,16
O=C(NC(=S)Nc1ccccc1C(=O)O)c1ccc2ccccc2c1,-16,20,4,0.1,-5,97,13,-3.4,42

# In a second layout: entries from further up.
molecule	DNA FID counter	NS3 helicase inh	IDE cell activ	IMP-1 inh	p-CIP stab down	MEKK3 PB1 HTS	UBC9 SUMO inh	VIM-2 inhibitor	PHOSPHO1 inh
O=C(NC(=S)Nc1ccccc1C(=O)O)c1ccc2ccccc2c1	-16	20	4	0.1	-5	97	13	-3.4	42
COc1cc2[nH]c3c(=O)n(CCN4CCCCC4)cnc3c2cc1OC	3	4	6	-2.1	-8	110	-4	-2.6	6

# Assay outcomes: PubChem BioAssay, several laboratories
